RGS4 inhibitor: blocks human RGS4-accelerated GTP hydrolysis. Transcreener GDP fluorescence polarization, RGS4-accelerated GTP hydrolysis. P49798. 390,000 tested, 0.039% active. AID 504845. Potency, µM (top dose mostly 114 µM), for the others: top-dose activity change, negative = inhibition, most hits filed as inhibitors; further: on the % scale 0 is the no-effect control and ±100 the full control effect; nearly all actives have a fitted effect of over 75% in size; some results filed as inactive show a strong effect at the top dose
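MLSMR compounds (23 nl, pin-transferred) preincubated 10 min at room temperature with a 500nM (2x) first reagent, then RGS4 at 900nM (2x) plus Transcreener GDP mix added; fluorescence polarization (620/688 nm) read before and after 90 min at 30 °C.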
TrxR1 inh: rat TrxR1 inhibition. Potency, µM (titrated, usually from 114 µM), inactives show at the highest dose activity change, negative = inhibition, usual class: inhibitors. 390,000 tested, 1% active. recombinant rTrxR1, NADPH fluorescence consumption, selenite substrate. O89049; further: on the % scale 0 is the no-effect control and ±100 the full control effect; nearly all actives have a fitted effect of over 65% in size
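Rat TrxR1 (90 nM in the dispensed reagent) was pre-reduced with 400 uM NADPH for 5 min at room temperature, then incubated with compound for 15 min. After 400 uM selenite was added, NADPH fluorescence (Ex 340/Em 450 nm) was followed for 8 min.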
Tb PGK inh: inhibitors of T. brucei phosphoglycerate kinase. Potency, µM (highest dose often 57.5 µM), for the others: at the highest dose activity change, negative = inhibition, usual class: inhibitors. 380,000 tested, 0.043% active. PGK/GAPDH coupled, Kinase-Glo luminescence, 60 min. P07378; further: on the % scale 0 is the no-effect control and ±100 the full control effect; nearly all actives have a fitted effect of over 60% in size
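Luminescent ATP detection (Kinase-Glo Plus) follows a 60-minute room-temperature incubation, with wells lacking PGK as controls. Buffer: 100 mM TEA (pH 7.6), 5 mM MgCl2, 0.01% Tween-20. Coupling enzyme GAPDH (100 nM final) supplies unstable 1,3-BPG in-well.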
HP1b binding inh: inhibitors of HP1-beta chromodomain binding to methylated histone tails | Potency, µM (titrated, usually from 114 µM), without a hit: at the highest dose activity change, negative = inhibition, actives largely listed as inhibitors | AlphaScreen HP1-beta / biotin-H3K9me3 peptide binding | P83916 | AID 540317 | 390,000 tested, 0.56% active; further: nearly all actives have a fitted effect of over 70% in size; inactives centre near 23
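AlphaScreen: HP1-beta (50 nM) preformed 30 min with biotin-H3(1-18)K9me3 peptide (50 nM) in PBS pH 7.4, 0.01% Tween-20. Compound added for 30 min at RT, then streptavidin donor/nickel chelate acceptor beads (10 ug/mL) for 30 min.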
GLS inh: inhibitors of human glutaminase (GLS); O94925; GLS enzymatic activity, qHTS titration; Potency, µM (highest dose often 45.5 µM), without a hit: at the highest dose activity change, negative = inhibition, hits mostly inhibitors; 410,000 tested, 0.21% active; further: on the % scale 0 is the no-effect control and ±100 the full control effect
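Glutamate formation by hKGA was monitored fluorometrically using coupled glutamate oxidase, HRP and Amplex Red. Substrate was added as 1 mM L-glutamine solution; incubation was 30 min at RT after an initial read.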
ALOX12 inh: ALOX12 (human) lipoxygenase inhibition; P18054; Potency, µM (doses to about 108 µM), for the others: at the highest dose activity change, negative = inhibition, actives largely listed as inhibitors; 580,000 tested, 1.1% active; purified 12hLO, xylenol orange hydroperoxide absorbance; AID 1671190; further: on the % scale 0 is the no-effect control and ±100 the full control effect
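Hydroperoxide product was detected by ferrous iron/xylenol orange as the 573 to 405 nm absorbance ratio. Arachidonic acid at 40 uM (final) was turned over for 30 min at room temperature by 150 nM human 12hLO, pH 7.0 Hepes buffer, after 15 min compound preincubation.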
JMJD2A Tudor inh: blocks the human JMJD2A Tudor domain | O75164 | AlphaScreen JMJD2A-Tudor / H3K4me3 peptide binding | Potency, µM (series often up to 114 µM), without a hit: at the highest dose activity change, negative = inhibition, hits mostly inhibitors | 390,000 tested, 4.4% active | AID 504339; further: on the % scale 0 is the no-effect control and ±100 the full control effect; nearly all actives have a fitted effect of over 50% in size
Target sequence (O75164 whole entry, looked up, the tested form may be a part): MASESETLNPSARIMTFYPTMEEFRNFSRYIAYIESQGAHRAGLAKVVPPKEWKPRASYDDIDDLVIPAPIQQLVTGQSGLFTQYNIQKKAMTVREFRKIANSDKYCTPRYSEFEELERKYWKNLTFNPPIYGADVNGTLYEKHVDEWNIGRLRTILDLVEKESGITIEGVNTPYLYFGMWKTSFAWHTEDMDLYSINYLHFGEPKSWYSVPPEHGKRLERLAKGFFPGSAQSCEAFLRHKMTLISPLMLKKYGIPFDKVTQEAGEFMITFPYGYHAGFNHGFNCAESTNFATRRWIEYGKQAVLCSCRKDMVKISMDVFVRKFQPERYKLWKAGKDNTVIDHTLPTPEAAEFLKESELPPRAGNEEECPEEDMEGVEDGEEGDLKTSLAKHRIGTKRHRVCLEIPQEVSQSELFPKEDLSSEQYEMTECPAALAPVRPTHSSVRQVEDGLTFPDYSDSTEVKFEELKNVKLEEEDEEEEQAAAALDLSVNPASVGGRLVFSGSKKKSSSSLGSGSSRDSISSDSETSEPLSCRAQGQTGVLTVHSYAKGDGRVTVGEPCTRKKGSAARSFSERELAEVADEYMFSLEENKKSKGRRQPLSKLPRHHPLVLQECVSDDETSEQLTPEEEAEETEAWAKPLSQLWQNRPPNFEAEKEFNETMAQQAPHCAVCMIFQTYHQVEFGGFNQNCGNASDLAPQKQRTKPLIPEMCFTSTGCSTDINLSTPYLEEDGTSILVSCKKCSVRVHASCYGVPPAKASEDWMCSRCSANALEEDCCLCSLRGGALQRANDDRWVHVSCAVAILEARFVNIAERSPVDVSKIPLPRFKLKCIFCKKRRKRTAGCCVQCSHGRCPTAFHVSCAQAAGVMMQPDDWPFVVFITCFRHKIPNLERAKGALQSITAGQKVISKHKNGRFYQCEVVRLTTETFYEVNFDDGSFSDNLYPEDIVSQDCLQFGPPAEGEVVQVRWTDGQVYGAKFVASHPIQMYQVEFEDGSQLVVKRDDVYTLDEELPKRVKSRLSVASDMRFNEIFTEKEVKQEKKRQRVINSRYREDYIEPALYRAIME
ERG-DNA inh: ERG Ets/DNA interaction inhibition; P11308; fluorescence polarization, His-ERG Ets domain / labelled DNA; Potency, µM (titrated, usually from 76.9 µM), for inactives: at the top dose FP activity, negative = inhibition, most hits filed as inhibitors; 370,000 tested, 0.028% active; AID 624246; active means well fitted inhibition curve with a large enough effect in the polarisation, with a control signal flat; inconclusive means small, poorly fitted or top-dose-only effect, or effect the other way, or a change in a side signal; inactive means no such curve, though single readings can be large or run the other way; the % refers to the polarisation;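 further: polarization taken with two DNA probes labelled with fluorescein and Texas red; % of control where 0% means no effect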
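His-tagged ERG Ets domain (1 uM in the protein solution; 300mM KCl, 50mM Tris-HCl, 1mM EDTA, 1mM DTT, pH 7.5) received compound, then a probe mix of 5 nM fluorescein-DNA and 100nM Texas-615-DNA. Fluorescence polarization was read for both dyes.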
Pin1 inh: human Pin1 inhibition | Pin1 FP peptide displacement, HiFluor488, 10 min | Potency, µM (series often up to 115 µM), inactives show top-dose activity, negative = inhibition, actives largely listed as inhibitors | 390,000 tested, 0.009% active; active means well fitted inhibition curve with a large enough effect in the polarisation, with a control signal flat, not every such curve was filed as active; inconclusive means small, poorly fitted or top-dose-only effect, or effect the other way, or a change in a side signal; inactive means no such curve, though single readings can be large or run the other way; the % refers to the polarisation; further: on the % scale 0 is the no-effect control and ±100 the full control effect
* hit, by the source's call; & = joins results of further samples; [ ] = another dose, or the depositor's remark. Unless noted, the call rests on the fitted dose curve; in most records, active means well fitted curve in the direction sought with a large enough effect; inconclusive means small, poorly fitted or top-dose-only effect, or another doubt; inactive means no such curve, though single readings can be large; an effect the other way counts as inactive or inconclusive. Potency means the concentration at half of the fitted maximal effect. These rows are one share of the data; rates above refer to the full screens.

C=C(C)COc1ccc2c(C)c(CCC(=O)NC3CC3)c(=O)oc2c1 was read as RGS4 inhibitor -2%, TrxR1 inh -16%, Tb PGK inh 1%, HP1b binding inh 23%, GLS inh 2%, ALOX12 inh -1%&-11%, JMJD2A Tudor inh 18%, ERG-DNA inh -8% and Pin1 inh -5%.
COc1cccc(C(=O)COC(=O)c2ccc(NC(=O)c3ccccc3)cc2)c1 was read as RGS4 inhibitor 22%, TrxR1 inh 18%[57.1 µM], Tb PGK inh inactive, HP1b binding inh 14%, GLS inh 10%, ALOX12 inh 31%[activator], JMJD2A Tudor inh -1%, ERG-DNA inh -4% and Pin1 inh -3%.
Screening COc1ccc(NC(=O)CSc2nnc(C)n2C2CC2)cc1S(=O)(=O)N1CCOCC1 returned RGS4 inhibitor 1%, TrxR1 inh 8%, Tb PGK inh -3%, HP1b binding inh 32%, GLS inh 3%, ALOX12 inh 61%[activator], JMJD2A Tudor inh -16%, ERG-DNA inh -4% and Pin1 inh inconclusive.
`O=C(CSc1ccc2nnc(-c3cccnc3)n2n1)N1CCOCC1` gave RGS4 inhibitor 1%, TrxR1 inh 16%, Tb PGK inh -5%, HP1b binding inh 32%, GLS inh 7%, ALOX12 inh 6%, JMJD2A Tudor inh -23%, ERG-DNA inh 2% and Pin1 inh -3%.
For CNC(=O)c1ccc(-c2cc(C(F)(F)F)nn2C)s1 the results were RGS4 inhibitor 11%, TrxR1 inh -4%, Tb PGK inh -7%, HP1b binding inh 19%, GLS inh -15%, ALOX12 inh 16%, JMJD2A Tudor inh -1%, ERG-DNA inh -5% and Pin1 inh 10%.
Screening Cc1cccc(OCC(=O)NC(Cc2c[nH]c3ccccc23)C(=O)O)c1C (stereo unspecified) returned RGS4 inhibitor 24%&-27%, TrxR1 inh -1%[57.1 µM], Tb PGK inh 1%, HP1b binding inh -6%&44%, GLS inh 2%&-10%, ALOX12 inh inconclusive, JMJD2A Tudor inh -29%&-13%, ERG-DNA inh 2%&-3% and Pin1 inh -11%&0%.
Cc1ccc(-c2cc(C(=O)N3CCc4ccccc4C3)no2)cc1 was read as RGS4 inhibitor 2%[11.4 µM], TrxR1 inh 5%, Tb PGK inh -10%, HP1b binding inh 126%[activator], GLS inh -3%, ALOX12 inh -2%, JMJD2A Tudor inh 41%[activator], ERG-DNA inh 5% and Pin1 inh 22%.
`CN(C)S(=O)(=O)c1cccc(C(=O)OCC(=O)NC2CCCc3ccccc32)c1` (stereo unspecified) gave RGS4 inhibitor -12%, TrxR1 inh 4%[57.1 µM], Tb PGK inh -11%, HP1b binding inh 9%, GLS inh 5%, ALOX12 inh 0%, JMJD2A Tudor inh -5%, ERG-DNA inh 10% and Pin1 inh -4%.
CC(CS(=O)(=O)c1ccc2c(c1)NC(=O)CS2)C(=O)NCc1ccccc1Cl (stereo unspecified) was read as RGS4 inhibitor -9%, TrxR1 inh 8%, Tb PGK inh 7.9µM*, HP1b binding inh 13µM*, GLS inh 11µM*, ALOX12 inh -29%, JMJD2A Tudor inh 25µM*, ERG-DNA inh 1% and Pin1 inh inconclusive.
Cc1c(C(=O)Nn2cnnc2)oc2ccccc12 was read as RGS4 inhibitor -18%, TrxR1 inh 6%[57.1 µM], Tb PGK inh -11%, HP1b binding inh 20%, GLS inh 9%, ALOX12 inh 0%, JMJD2A Tudor inh -4%, ERG-DNA inh -11% and Pin1 inh -4%.
Screening CCOC(=O)C1=C(N)OC2=C(C(=O)CC(C)(C)C2)C1c1ccccc1OC (stereo unspecified) returned RGS4 inhibitor 21%[11.4 µM], TrxR1 inh -32%, Tb PGK inh 3%, HP1b binding inh 37%, GLS inh 8%, ALOX12 inh -12%, JMJD2A Tudor inh -10%, ERG-DNA inh -1% and Pin1 inh -3%.
COc1ccc(C)cc1NC(=O)CSc1nnc(-c2ccc(C)cc2)o1 was read as RGS4 inhibitor -11%, TrxR1 inh 18%, Tb PGK inh -2%, HP1b binding inh 45%[activator], GLS inh 0%, ALOX12 inh inactive, JMJD2A Tudor inh -19%, ERG-DNA inh -3% and Pin1 inh -1%.
`CCN(CC)S(=O)(=O)c1ccc(N2CCOCC2)c(NCC(=O)Nc2ccc(F)cc2)c1` gave RGS4 inhibitor 25%, TrxR1 inh 15%[57.1 µM], Tb PGK inh 0%, HP1b binding inh 6%, GLS inh 6%, ALOX12 inh -4%, JMJD2A Tudor inh -4%, ERG-DNA inh 2% and Pin1 inh 5%.
`COc1ccc(S(=O)(=O)N2CCOCC2)cc1NC(=O)[C@@H]1CCCN1C(=O)c1cccs1` gave RGS4 inhibitor -3%, TrxR1 inh 9%[57.1 µM], Tb PGK inh -4%, HP1b binding inh 25%, GLS inh 4%, ALOX12 inh -18%, JMJD2A Tudor inh -9%, ERG-DNA inh -2% and Pin1 inh -8%.
Screening Cc1ccc2c(Cl)c(C(=O)NCCc3ccccc3)sc2c1 returned RGS4 inhibitor -7%, TrxR1 inh 2%, Tb PGK inh -2%, HP1b binding inh 46%[activator], GLS inh -1%, ALOX12 inh -1%, JMJD2A Tudor inh 2%, ERG-DNA inh -4% and Pin1 inh 14%.
For O=C(CN1C(=O)C2CC=CCC2C1=O)OCC(=O)c1ccc(Cl)c([N+](=O)[O-])c1 (stereo unspecified) the results were RGS4 inhibitor 29%, TrxR1 inh inconclusive, Tb PGK inh -7%, HP1b binding inh 13%, GLS inh 4%, ALOX12 inh 313%[activator], JMJD2A Tudor inh -19%, ERG-DNA inh 0% and Pin1 inh -2%.
For Cc1cc(=O)oc2cc(OCC(=O)OCC(=O)NC(=O)NC(C)C)ccc12 the results were RGS4 inhibitor 4%, TrxR1 inh 6%, Tb PGK inh -2%, HP1b binding inh 35%, GLS inh 0%, ALOX12 inh 5%, JMJD2A Tudor inh -1%, ERG-DNA inh 6% and Pin1 inh -3%.
For Cc1ccc(NC(=O)Nc2nnc(CSCCOc3ccc(Cl)cc3)s2)cc1 the results were RGS4 inhibitor -1%, TrxR1 inh 24%[57.1 µM], Tb PGK inh -10%, HP1b binding inh 28%, GLS inh -4%, ALOX12 inh -1%, JMJD2A Tudor inh -12%, ERG-DNA inh -16% and Pin1 inh 36%[activator].
For O=C(NCCN1CCOCC1)c1cccc(NS(=O)(=O)c2ccc(Br)cc2)c1 the results were RGS4 inhibitor 13%, TrxR1 inh 14%, Tb PGK inh -7%, HP1b binding inh 4%, GLS inh 7%, ALOX12 inh inconclusive, JMJD2A Tudor inh -18%, ERG-DNA inh 3% and Pin1 inh -10%.
`O=C(NC1CCCCCC1)c1ccc2c(c1)sc1nc(-c3ccc(F)cc3)cn12` gave RGS4 inhibitor 25%, TrxR1 inh -1%, Tb PGK inh 14%, HP1b binding inh 34%, GLS inh -15%, ALOX12 inh inconclusive, JMJD2A Tudor inh -8%, ERG-DNA inh -2% and Pin1 inh 7%.

Grouped by structure, those above containing fluorine.
For CNC(=O)c1ccc(-c2cc(C(F)(F)F)nn2C)s1 the results were RGS4 inhibitor 11%, TrxR1 inh -4%, Tb PGK inh -7%, HP1b binding inh 19%, GLS inh -15%, ALOX12 inh 16%, JMJD2A Tudor inh -1%, ERG-DNA inh -5% and Pin1 inh 10%.
`CCN(CC)S(=O)(=O)c1ccc(N2CCOCC2)c(NCC(=O)Nc2ccc(F)cc2)c1` gave RGS4 inhibitor 25%, TrxR1 inh 15%[57.1 µM], Tb PGK inh 0%, HP1b binding inh 6%, GLS inh 6%, ALOX12 inh -4%, JMJD2A Tudor inh -4%, ERG-DNA inh 2% and Pin1 inh 5%.
`O=C(NC1CCCCCC1)c1ccc2c(c1)sc1nc(-c3ccc(F)cc3)cn12` gave RGS4 inhibitor 25%, TrxR1 inh -1%, Tb PGK inh 14%, HP1b binding inh 34%, GLS inh -15%, ALOX12 inh inconclusive, JMJD2A Tudor inh -8%, ERG-DNA inh -2% and Pin1 inh 7%.

New compounds follow:
Screening COc1cccc(/C=C(\C#N)c2nc3ccccc3[nH]2)c1OCC(=O)O returned RGS4 inhibitor 9%, TrxR1 inh inconclusive, Tb PGK inh -1%, HP1b binding inh 20%, GLS inh 3%, ALOX12 inh -1%, JMJD2A Tudor inh -3%, ERG-DNA inh 9% and Pin1 inh 2%.
For Cc1ccc(S(=O)(=O)Nc2cccc(/C=C/C(=O)O)c2)cc1 the results were RGS4 inhibitor 35%, TrxR1 inh -7%, Tb PGK inh -1%, HP1b binding inh 19%, GLS inh 1%, ALOX12 inh 0%, JMJD2A Tudor inh -10%, ERG-DNA inh -1% and Pin1 inh 8%.
O=C(O)CCCNC(=O)c1cncc(Br)c1 was read as RGS4 inhibitor -5%, TrxR1 inh 9%, Tb PGK inh inactive, HP1b binding inh 22%, GLS inh -10%, ALOX12 inh 86%[activator], JMJD2A Tudor inh -13%, ERG-DNA inh -4% and Pin1 inh -3%.
`Cc1ccsc1-c1n[nH]c(=S)n1C1CCCCC1` gave RGS4 inhibitor -35%, TrxR1 inh -30%, Tb PGK inh -1%, HP1b binding inh inconclusive, GLS inh 5%, ALOX12 inh inconclusive, JMJD2A Tudor inh 35µM*, ERG-DNA inh -3% and Pin1 inh 5%.
For Nc1nc(-c2cccc(F)c2)cs1 the results were RGS4 inhibitor -50%, TrxR1 inh 6%[57.1 µM], Tb PGK inh -6%, HP1b binding inh -21%, GLS inh -8%, ALOX12 inh inconclusive, JMJD2A Tudor inh -19%, ERG-DNA inh -14% and Pin1 inh -7%.
